Screening data as filed in PubChem BioAssay.
L major viab – Leishmania major promastigote growth inhibition; Leishmania major promastigotes, resazurin fluorescence viability; inhibition, % at 10 µM; 9% of 200,000 active; in the data active = inhibition above about 50%;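 note: promastigotes grown with compound for 44 hours at 28 °C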
bIAP inh – blocks bovine intestinal alkaline phosphatase activity; purified bovine IAP, CDP-star luminescence, 30 min; inhibition, % at 20 µM; 190,000 tested, under 10 active;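 active = over 50% inhibition of intestinal alkaline phosphatase at 20 µM in the single-dose screen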
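Assay system: bovine IAP enzyme; medium: DEA buffer 100 mM, pH 9.8, with MgCl2 1.0 mM, ZnCl2 0.02 mM; doses: 20 µM single dose; incubation: enzyme reaction for 30 min at room temperature; detection: CDP-star luminescence signal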
PPARg SRC3 recr – promotes SRC-3 coactivator recruitment by human PPARgamma; 0.26% of 200,000 active; biochemical PPARgamma/SRC-3 coactivator recruitment assay; AID 731; P37231; activation, % at 8 µM; in the data active = activation above about 23%;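 note: 0% = DMSO and 100% = reference agonist; some compounds past the cut are filed as inactive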
Target sequence (P37231 whole entry, looked up): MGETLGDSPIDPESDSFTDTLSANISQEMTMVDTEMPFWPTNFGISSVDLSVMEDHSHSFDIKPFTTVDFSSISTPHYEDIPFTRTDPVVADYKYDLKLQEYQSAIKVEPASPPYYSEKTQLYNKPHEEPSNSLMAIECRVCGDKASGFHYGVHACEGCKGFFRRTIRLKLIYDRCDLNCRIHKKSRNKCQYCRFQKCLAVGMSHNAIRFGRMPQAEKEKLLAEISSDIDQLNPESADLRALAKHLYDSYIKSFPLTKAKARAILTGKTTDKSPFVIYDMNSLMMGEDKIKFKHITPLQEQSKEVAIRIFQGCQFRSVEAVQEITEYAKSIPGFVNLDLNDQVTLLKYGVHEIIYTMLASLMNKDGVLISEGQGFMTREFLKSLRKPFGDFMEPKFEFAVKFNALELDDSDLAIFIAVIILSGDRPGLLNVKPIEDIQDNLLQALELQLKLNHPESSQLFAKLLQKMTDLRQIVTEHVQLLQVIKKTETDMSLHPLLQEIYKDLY
Efa HMGR inh – E. faecalis class II HMG-CoA reductase inhibition; purified E. faecalis HMGR, NADPH absorbance 340 nm kinetic; inhibition, % at 10 µM; 0.41% of 190,000 active; AID 1066;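 active = inhibition above a set limit, the median over all tested compounds plus 3 SD, cut at about 9.5% in these data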;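 note: enzyme runs in reverse so mevalonate oxidation gives rising NADPH absorbance; 0% = complete reaction with DMSO and 100% = background rate lacking mevalonate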
PPARg SRC-1 ag – agonists of human PPARgamma SRC-1 coactivator recruitment | P37231 | PPARgamma-SRC-1 coactivator recruitment biochemical assay | activation, % at 8 µM | 0.41% of 200,000 active; in the data active = activation above about 19%;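 note: 0% = DMSO and 100% = reference agonist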
Redox H2O2 prof – compounds producing H2O2 with reducing agent – biochemical, NIH compound library profiling, artefact control for MLSCN library redox annotation, primary screen; DTT-dependent redox cycling H2O2, phenol red/HRP absorbance; 100% = 100 µM peroxide control, 0% = buffer; 0.03% of 200,000 active; activation, % at 10 µM;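 active = activation of at least 50% relative to the plate's high and low controls in the primary single-dose screen; inactive = activation below 50%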;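 note: compound incubated with DTT at 0.8 mM final as the reducing agent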
PPARg SRC2 recr – PPARgamma-driven SRC-2 recruitment agonism. P37231. PPARgamma LBD-SRC-2 recruitment, biochemical. activation, % at 8 µM. 0.34% of 200,000 active; in the data active = activation above about 22%;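 note: 0% = vehicle and 100% = reference agonist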
ROMK mod – human ROMK K+ channel modulation, primary screen. P48048. Tet-inducible ROMK, thallium flux fluorescence; actives lie on both sides. B-score at 10 µM. 2% of 130,000 active. AID 1918;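 active = signal ratio slope over the read window, or its plate-corrected B-score, at least 3 SD from the plate mean, either direction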;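 note: B-score of the F/F0 ratio slope over 7 to 12 s after thallium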
Target sequence (P48048 whole entry, looked up): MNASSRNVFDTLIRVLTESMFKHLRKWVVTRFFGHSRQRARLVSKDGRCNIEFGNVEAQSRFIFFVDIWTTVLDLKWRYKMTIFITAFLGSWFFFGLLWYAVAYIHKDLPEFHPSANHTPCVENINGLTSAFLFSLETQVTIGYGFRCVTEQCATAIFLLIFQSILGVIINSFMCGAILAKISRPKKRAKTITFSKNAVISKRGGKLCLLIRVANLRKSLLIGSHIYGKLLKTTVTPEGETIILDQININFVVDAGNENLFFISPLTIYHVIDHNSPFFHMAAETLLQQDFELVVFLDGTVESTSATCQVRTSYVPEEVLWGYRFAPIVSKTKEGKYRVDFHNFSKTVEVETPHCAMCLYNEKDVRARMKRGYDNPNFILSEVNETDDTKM
S1P3 antag – S1P3 (human) receptor antagonism. 0.27% of 170,000 active. CHO S1P3 NFAT-BLA reporter, FRET fluorescence, antagonist mode. AID 485. inhibition, % at 4.98 µM. Q99500;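 active = inhibition above the plate cutoff, the mean inhibition of test wells on that plate plus 3 SD, cut at about 28% in these data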;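 note: cells challenged with S1P at its EC80 of 0.8 µM; blue over green emission ratio from cleaved BLA substrate after 4 h stimulation; 0% = S1P-stimulated wells and 100% = unstimulated DMSO-only wells; some compounds past the cut are filed as inactive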
SRC2 TRFRET art – TR-FRET artefact, counter-screen to PPARgamma/SRC-2 agonist assay. TR-FRET ratio at 8 µM. active compounds read high. 0.4% of 200,000 active. AID 1049; in the data active = TR-FRET ratio above about 2000; note: inactives centre near 1500; reference of the scale not given here
RAM network inh – blocks the yeast RAM network; S. cerevisiae dse1pr::URA3 reporter, 5-FOA growth OD615, 2 d; analog-sensitive cbk1-as2 kinase mutant strain; inhibition, % at 50 µM; 1.8% of 190,000 active; AID 868;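 active = inhibition above a set limit, 3 SD over mean compound inhibition, cut at about 8.4% in these data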;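 note: 0% = DMSO-only wells with no growth and 100% = 10 µM 1-NA-PP1 full growth; inhibition rescues growth on 5-FOA so higher OD means more RAM inhibition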
Active calls of the source: *; / = not tested or not shown.

SMILES | L major viab | bIAP inh | PPARg SRC3 recr | Efa HMGR inh | PPARg SRC-1 ag | Redox H2O2 prof | PPARg SRC2 recr | ROMK mod | S1P3 antag | SRC2 TRFRET art | RAM network inh
O=C(O)C1C2C=CC3(O2)C1C(=O)N1c2ccccc2C2OCCC2C13 (stereo not drawn) | -3 | -37 | -4 | -6 | -3 | 2.4 | -3 | / | -21 | 1295 | 1.2
CCOc1ccc(Cc2nc(N)nc(N)n2)cc1 | -6 | 4 | 4 | -3 | -3 | 2.4 | 2 | 0.22 | / | 1476 | 0.8
CCOc1ccc(NC2=NCCC(=O)N2Cc2cccs2)cc1 | -5 | 1 | -5 | -8 | 0 | 1.0 | 4 | 0.042 | -1 | 1515 | 1.0
CN1C(=O)C(CC(=O)Nc2ccc(Cl)cc2)N(Cc2ccco2)C1=S (stereo not drawn) | 7 | 4 | 2 | -3 | -5 | 0.1 | -1 | 0.18 | -1 | 1440 | 0.0
Cn1c(Cc2ccc3c(c2)OCO3)nnc1SCC(=O)NC(C)(C)C | -7 | -17 | -3 | -5 | 4 | -1.1 | -3 | -0.0058 | -9 | 1425 | 1.6
COc1ccc(CCNC(=O)C2CCN(Cc3nc(-c4cccc(Cl)c4)oc3C)CC2)cc1OC | 8 | -37 | -9 | -13 | 1 | 0.3 | 3 | / | -12 | 1343 | -1.1
O=C(CC(=O)N1CCN(c2ccccn2)CC1)Nc1ccc2nc3n(c(=O)c2c1)CCCCC3 | -2 | -3 | 9 | -3 | -1 | 0.0 | 12 | / | -26 | 1663 | 3.9
COc1cc([N+](=O)[O-])c2nccnc2c1 | -4 | 11 | 2 | -4 | -1 | -0.9 | 3 | -0.44 | 3 | 1718 | -0.8
COc1ccc(NC(=S)NCC(c2cccnc2)N2CCOCC2)cc1 (stereo not drawn) | 0 | -4 | 2 | -3 | 2 | -0.2 | 3 | 0.13 | 8 | 1594 | 0.1
CCOc1ccc(C2CC(c3cccc(OC)c3)Nc3ncnn32)cc1 (stereo not drawn) | 20 | -5 | / | -8 | / | -3.4 | / | / | -20 | / | 1.7
COC(=O)CNC(=O)C1CCN(c2nc(C)cc(C)n2)CC1 | -3 | -1 | -1 | -3 | 4 | -0.7 | 3 | 1 | -20 | 1551 | 3.0
CCOC(=O)CSc1nnc(CSc2nc3sc4c(c3c(=O)[nH]2)CCCC4)n1-c1ccccc1 | -12 | -2 | 6 | -3 | -1 | -3.8 | 2 | / | / | 1455 | 4.2
CSc1cccc(NC(=S)N2CCCN(Cc3cccc(Cl)c3)C2)c1 | 90* | 10 | -5 | 0 | -4 | -0.7 | -7 | / | 2 | 1579 | 2.1
CC(=O)c1ccc(NC(=O)C2CC(c3ccc(F)cc3)=NO2)cc1 (stereo not drawn) | 1 | 6 | -1 | -2 | 8 | 0.0 | 2 | / | 19 | 1668 | 3.5
CC[C@H](C)C(C(=O)N1CCN(C(=O)OC(C)(C)C)CC1)n1cc(C(Cc2ccc(O)cc2)NC(=O)OC(C)(C)C)nn1 (stereo partly drawn) | -2 | -9 | 1 | -2 | 1 | 0.6 | -6 | / | 8 | 1353 | -0.3
Oc1ccc(Cl)cc1C=NCCc1ccccc1 | 3 | 16 | 4 | -3 | -9 | -0.1 | 3 | 1 | -4 | 1291 | 1.0
COc1ccc(CCNC(=O)CSc2nc3cc(Cl)ccc3o2)cc1OC | 17 | 1 | -12 | -1 | -4 | -1.3 | -9 | -0.45 | / | 1419 | 1.6
O=C(O)c1cc(NCc2ccc3c(c2)OCO3)ccc1N1CCOCC1 | -7 | 4 | -14 | -1 | 2 | 1.7 | -2 | / | -4 | 1361 | -0.3
Cc1ccc(C(=O)NC(=S)Nc2ccc(N3CCOCC3)cc2)c(C)c1 | -2 | -2 | 2 | -3 | -9 | -0.5 | 2 | 0.12 | 2 | 1551 | 2.5
O=C(CCN1C(=O)c2ccncc2C1=O)NCc1ccc(Cl)cc1 | 0 | -2 | 3 | -5 | -2 | -4.8 | 3 | 1.1 | 1 | 1570 | 1.4
CC1CCC(NC(=O)c2ccc(CS(=O)(=O)Cc3ccccc3F)o2)CC1 (stereo not drawn) | 6 | -2 | 2 | -7 | -1 | -5.2 | -6 | -0.53 | -11 | 1484 | 0.9
CC(Sc1nnc2ccccn12)C(=O)NCc1ccc2c(c1)OCO2 (stereo not drawn) | -1 | 8 | 5 | 0 | 6 | 0.0 | 7 | 0.14 | 0 | 1531 | 1.1
Cc1cccc(Oc2cc(NC(=O)Cn3cnc([N+](=O)[O-])n3)cc([N+](=O)[O-])c2)c1 | 100* | -45 | 1 | 1 | 4 | 3.9 | -4 | -0.51 | -4 | 1590 | 4.3
CC(=O)C1=C(O)C(=O)N(CCC(=O)O)C1c1ccc(Cl)cc1Cl (stereo not drawn) | -3 | 6 | 18 | -3 | 6 | 17 | 5 | 0.068 | / | 1655 | 0.1
OCCC1CN(Cc2cccc(O)c2)CCN1CCc1ccccc1 (stereo not drawn) | -1 | -7 | 1 | -1 | -6 | 1.0 | -2 | 0.41 | -26 | 1747 | 1.5

Laid out differently: entries from further up
SMILES	L major viab	bIAP inh	PPARg SRC3 recr	Efa HMGR inh	PPARg SRC-1 ag	Redox H2O2 prof	PPARg SRC2 recr	ROMK mod	S1P3 antag	SRC2 TRFRET art	RAM network inh
COc1ccc(CCNC(=O)C2CCN(Cc3nc(-c4cccc(Cl)c4)oc3C)CC2)cc1OC	8	-37	-9	-13	1	0.3	3	/	-12	1343	-1.1
CCOc1ccc(C2CC(c3cccc(OC)c3)Nc3ncnn32)cc1 (stereo not drawn)	20	-5	/	-8	/	-3.4	/	/	-20	/	1.7
CSc1cccc(NC(=S)N2CCCN(Cc3cccc(Cl)c3)C2)c1	90*	10	-5	0	-4	-0.7	-7	/	2	1579	2.1

Additional results
SMILES | L major viab | bIAP inh | PPARg SRC3 recr | Efa HMGR inh | PPARg SRC-1 ag | Redox H2O2 prof | PPARg SRC2 recr | ROMK mod | S1P3 antag | SRC2 TRFRET art | RAM network inh
O=C(CSc1nc(-c2ccccc2)cs1)NC(=O)NCc1ccco1 | 6 | -1 | 0 | -2 | 5 | 0.6 | -2 | / | 8 | 1417 | 1.8
C/C=C/c1ccc(Oc2nnnn2-c2ccc(C(N)=O)cc2)c(OC)c1 | 2 | 1 | -16 | 0 | -4 | 1.1 | 6 | -0.51 | -24 | 1484 | 1.7
O=C(O)/C=C\C(=O)Nc1ccc(OC(F)F)cc1 | -2 | -17 | -7 | 0 | -4 | -0.4 | -1 | 0.82 | -17 | 1341 | 0.5
O=S(=O)(Cc1ccccc1)NCC1CCCN(Cc2cccc3nonc23)C1 (stereo not drawn) | 50 | -11 | -1 | 0 | 1 | -1.3 | 6 | 0.13 | -4 | 1678 | -0.1
CCn1cc(C(=O)Nc2cccc(NC(C)=O)c2)c2cc(OC)c(OC)cc2c1=O | 3 | -4 | -9 | -6 | -4 | -0.5 | -6 | / | / | 1445 | 2.1
CC(=O)NS(=O)(=O)c1ccc(NC(=S)NC(=O)C(C)(C)C)cc1 | 0 | 6 | -2 | -5 | -5 | 3.5 | -6 | / | / | 1434 | 0.4
Cc1nc2sc(C(c3cccs3)N3CC(C)CC(C)C3)c(O)n2n1 (stereo not drawn) | 2 | -10 | 4 | 0 | -7 | -0.4 | -5 | / | 0 | 1450 | 0.0
CCCS(=O)(=O)N1CCN(C(=O)c2ccco2)CC1 | -4 | 11 | -1 | -6 | 1 | -0.1 | 1 | 0.13 | / | 1364 | 0.3
Cc1ccc(NCc2cccnc2)c(Br)c1 | -3 | 15 | 7 | -5 | 6 | -0.4 | -2 | -0.97 | 10 | 1644 | 0.4
CCCC1CCC(=C(C#N)C(N)=O)CC1 (stereo not drawn) | -3 | 10 | 4 | -5 | 0 | -0.4 | -15 | -2.2 | 9 | 1500 | 0.1
OC(CN1CCN(c2ccccn2)CC1)Cn1c2ccccc2c2ccccc21 (stereo not drawn) | 100* | -2 | 1 | 6 | -4 | 5.1 | 4 | / | -15 | 1529 | -1.0
CCOC(=O)c1cc2c(C)n(-c3ccc(C)cc3)c(C)c2ccc1=O | -1 | 2 | 4 | 0 | 2 | 2.5 | 5 | 2.1 | / | 1659 | 1.4
Cc1ccccc1-c1nc(CN2CCC(C(=O)NCCC3=CCCCC3)CC2)c(C)o1 | 26 | -93 | -2 | 7 | 2 | 1.6 | 2 | / | 24 | 1596 | -0.3
COc1ccc(NC(=O)CN2C(=O)N(C)Cc3ccccc32)c(C)c1 | -2 | -4 | -2 | 0 | 1 | -1.7 | 3 | -0.55 | -3 | 1856 | 1.4
O=c1c2ccccc2cnn1-c1nc2ccccc2[nH]1 | -4 | -31 | 7 | 3 | 7 | 0.3 | 15 | 0.65 | -26 | 1684 | 0.5
Cc1cc(NC(=O)C2CCCN2C(=O)Nc2c(C)cccc2C)ccc1-n1cnnn1 (stereo not drawn) | -6 | 6 | 15 | 12* | -2 | 1.1 | 7 | -1.1 | / | 1484 | 1.6
Cc1cc(NC(=O)CSCc2ccccc2C)no1 | -9 | -16 | 2 | 2 | -2 | -0.4 | 2 | -0.00089 | -5 | 1434 | 1.1
Cc1c(NC(=O)c2ccccc2NS(=O)(=O)c2ccc(Br)cc2)c(=O)n(-c2ccccc2)n1C | -10 | 1 | 6 | -3 | 5 | -2.5 | 10 | / | / | 1553 | -0.8
O=C(Cn1c(CO)nc2ccccc21)NCCc1ccc(F)cc1 | 3 | -5 | 5 | 1 | 1 | -0.2 | 5 | / | -21 | 1396 | 3.0
C=CCNC(=O)c1sc(-c2ccccc2)nc1C | -3 | 9 | -5 | -2 | 5 | -0.1 | 2 | -0.91 | -4 | 1664 | 0.0
O=C(CSc1nc2ccccc2s1)NCc1ccc2c(c1)OCO2 | 18 | 12 | -1 | -3 | -7 | 0.1 | -6 | / | -6 | 1718 | 5.4
Cc1ccsc1C=Nc1ccc(O)cc1 | 18 | 8 | 17 | 2 | 9 | 1.4 | 5 | / | 2 | 1348 | 2.1
CC(=O)c1cc2c(cc1NC(=O)C1CCC1)OCO2 | -4 | -6 | -2 | -6 | -1 | -1.3 | -14 | 0.38 | -10 | 1396 | -0.2
COc1ccc(NC(=S)NC(=O)c2ccc(Br)o2)cc1 | -1 | -6 | 2 | 3 | 15 | -1.0 | 7 | / | -15 | 1809 | 3.5
CC(=O)c1ccc(N2CCN(C(=O)Nc3ccc(C(C)C)cc3)CC2)cc1 | 65* | 11 | -4 | 2 | 2 | -0.4 | 3 | / | 9 | 1616 | 3.5
O=C(c1ccc(C#CC2(O)CCCCC2)cc1)N1CCN(Cc2ccccc2)CC1 | 3 | -6 | -3 | -2 | -8 | -4.0 | -1 | / | / | 1689 | 0.0
COc1ccccc1-c1nc2ccccc2nc1-c1ccccc1OC | 28 | -3 | 2 | -1 | 9 | -0.3 | 8 | -0.68 | -13 | 1887 | 0.6
CCn1cc(C(C)NC(=O)Nc2ccc3c(c2)OCO3)c(C)n1 (stereo not drawn) | -2 | 8 | 2 | -4 | 1 | -0.3 | 6 | 0.56 | 7 | 1537 | 1.3
CN1CCN(C(=O)c2ccc3c(c2)N(Cc2ccc(Cl)cc2)C(=O)c2ccccc2S3=O)CC1 (stereo not drawn) | -1 | 5 | 3 | -2 | -1 | -0.4 | 0 | / | -14 | 1290 | 0.0
